# High-throughput results: PubChem, Sanford-Burnham Center for Chemical Genomics
# Gli-Sufu antag = Gli-Sufu pathway antagonists, primary screen, luciferase luminescence, Sufu-KO-LIGHT cells, uHTS; Sufu-KO-LIGHT fibroblasts, Gli luciferase reporter luminescence; hit rate 0.74% among 340,000; AID 588413, 2011; inhibition, % at 5 µM;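 active means inhibition above about 55%, limit read from the data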;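 further: 0% = DMSO-treated cells and 100% = wells with medium but no cells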
# EBI2 antag = EBI2 receptor antagonists, beta-arrestin recruitment, primary screen, cell-based, luminescence, 7a,25-OHC stimulation, uHTS. inhibition, % at 5 µM. 7a,25-OHC stimulated. hit rate 0.81% among 360,000. G-protein coupled receptor 183 (Homo sapiens), P32249; in the data active means inhibition above about 38%;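 further: enzyme fragment complementation signal reports receptor beta-arrestin coupling in cells; 0% = agonist plus DMSO wells and 100% = wells without agonist; some results beyond the cut were filed as inactive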
# APJ agonist = agonists of human apelin receptor APJ, primary screen, CHO-K1 cells, PathHunter beta-arrestin, luminescence; P35414; 0% DMSO wells, 100% apelin; activation, % at 20 µM; hit rate 0.11% among 330,000; AID 2520, 2010;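 active means activation more than six SD over the plate average, tested at 20 µM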;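 further: 0% = DMSO alone and 100% = apelin-13 at 10 nM; some results filed as inactive read as strong as hits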
#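 Assay system: CHO-K1 APJ beta-arrestin complementation cell line / Compound: single test compound dose, 20 µM final, 1% DMSO / Times: overnight seeding, 90 min compound at 25 °C, 1 h detection / Technique: beta-gal luminescence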
# UBC13 polyUb = UBC13 polyubiquitin chain formation inhibitors, primary screen, biochemical, TR-FRET, uHTS; hit rate 0.47% among 330,000; Ubiquitin-conjugating enzyme E2 N (Homo sapiens), P61088; AID 485273, 2010; inhibition, % at 20 µM; in the data active means inhibition above about 45%, passing the limit was not always enough
# Target sequence (P61088 whole entry, looked up): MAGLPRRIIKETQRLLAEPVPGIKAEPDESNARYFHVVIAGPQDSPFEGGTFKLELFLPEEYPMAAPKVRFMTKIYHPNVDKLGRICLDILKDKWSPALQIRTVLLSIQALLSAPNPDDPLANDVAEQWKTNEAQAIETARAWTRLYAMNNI
# APJ antagonist = antagonists of human apelin receptor APJ, primary screen, CHO-K1 cells, beta-arrestin complementation, luminescence. P35414. inhibition, % at 20 µM. hit rate 0.32% among 330,000;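 active means inhibition above about 40% at 20 µM, limit read from the data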;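 further: cells challenged with 10 nM apelin-13 agonist together with compound; plate controls were apelin-13 plus DMSO wells for no effect and DMSO wells lacking apelin-13 for full effect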
# CCR6 antag = CCR6 receptor antagonists, primary screen, cell-based, CHO-K1, luminescence, beta-arrestin, uHTS; inhibition, % at 20 µM; hit rate 0.49% among 340,000; CHO-K1 CCR6 PathHunter beta-arrestin, CCL20-stimulated; C-C chemokine receptor type 6 (Homo sapiens), P51684;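 active means compounds whose inhibition of the agonist-driven luminescence signal at 20 µM reaches about 50%, limit read from the data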;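 further: cells stimulated with CCL20 at 14 nM final; plate controls were DMSO with CCL20 for no effect and DMSO without agonist for full effect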
# ATG4B inhibitor = ATG4B protease inhibitors, primary screen, biochemical, fluorescence, uHTS; ATG4B cleavage of LC3-PLA2, NBD-HPC fluorescence, 1 h; inhibition, % at 8.33 µM; hit rate 0.51% among 340,000; in the data active means inhibition above about 40%
# Target sequence (Q9Y4P1 whole entry, looked up): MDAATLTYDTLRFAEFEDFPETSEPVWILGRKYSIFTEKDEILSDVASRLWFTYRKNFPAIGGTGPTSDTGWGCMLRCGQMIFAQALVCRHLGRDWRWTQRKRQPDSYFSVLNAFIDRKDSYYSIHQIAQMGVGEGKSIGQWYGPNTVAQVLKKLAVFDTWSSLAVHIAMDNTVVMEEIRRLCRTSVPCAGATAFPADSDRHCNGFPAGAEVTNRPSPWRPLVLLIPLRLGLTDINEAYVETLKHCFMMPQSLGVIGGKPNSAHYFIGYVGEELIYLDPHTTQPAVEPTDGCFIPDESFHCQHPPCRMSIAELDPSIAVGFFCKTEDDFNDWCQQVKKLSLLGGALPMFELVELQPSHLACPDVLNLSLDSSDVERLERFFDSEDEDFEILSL
# CXCR6 block = CXCR6 receptor inhibitors, primary screen, cell-based, beta-arrestin, luminescence, CHO-K1 PathHunter, 1536-well | inhibition, % at 20 µM | hit rate 0.36% among 360,000; in the data active means inhibition above about 34%, passing the limit was not always enough;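 further: antagonist mode with CXCL16 agonist at 10 nM final; 0% = 10 nM CXCL16 with DMSO and 100% = unstimulated wells without agonist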
# Target sequence (O00574 whole entry, looked up): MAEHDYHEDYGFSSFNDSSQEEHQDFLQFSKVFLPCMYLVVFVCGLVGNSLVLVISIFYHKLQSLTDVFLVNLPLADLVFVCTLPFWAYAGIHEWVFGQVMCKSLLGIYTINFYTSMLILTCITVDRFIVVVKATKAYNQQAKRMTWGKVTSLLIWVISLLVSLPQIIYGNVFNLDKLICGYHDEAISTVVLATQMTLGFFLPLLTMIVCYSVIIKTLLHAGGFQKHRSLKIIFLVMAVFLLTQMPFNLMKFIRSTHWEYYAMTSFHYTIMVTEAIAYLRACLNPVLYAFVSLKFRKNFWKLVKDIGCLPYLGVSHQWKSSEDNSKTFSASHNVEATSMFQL
# * hit, by the source's call; · = no result given. Outcome played no part in choosing rows (roughly 3% active in at least one column).
SMILES,Gli-Sufu antag,EBI2 antag,APJ agonist,UBC13 polyUb,APJ antagonist,CCR6 antag,ATG4B inhibitor,CXCR6 block
CN(C)/C=C1\SC(=S)N(N2C(=O)C3C4C=CC(C4)C3C2=O)C1=O (configuration not stated),-1,-14,-3,-4,-37,9,1,-2
COc1ccc(C(c2nnnn2C2CCCCC2)N2CCN(C)CC2)c(OC)c1 (configuration not stated),4,1,-1,4,5,11,4,1
CC1=C(C(=O)OCC(Cl)(Cl)Cl)N2C(=O)C(NC(=O)Cc3ccccc3)C2SC1 (configuration not stated),2,1,0,-9,3,13,-7,-2
C[N+]1(CCCOC(=O)C2(c3ccccc3)CCCC2)CCOCC1,4,-12,1,-10,15,-6,-2,12
CC(NC(=O)CCSc1nc(-c2ccc3c(c2)OCO3)cc(C(F)(F)F)n1)c1ccccc1 (configuration not stated),9,1,-3,44,-3,22,-11,4
Cc1cc(=O)c(C(=O)O)cn1Nc1ccc(F)cc1,28,-6,-2,-7,-1,0,-1,-2
Cc1nc(CN(C)C(=O)CC2C(=O)NCCN2Cc2ccc(-c3ccccc3)cc2)cs1 (configuration not stated),2,8,-1,0,-22,-1,-3,-1
CCOc1ccccc1CN1C(=O)NC2(CCCCCC2)C1=O,5,-2,2,2,-45,-7,2,6
NC(=O)c1ccc[n+]([C@H]2O[C@@H](COP(=O)([O-])OP(=O)(O)OC[C@H]3O[C@@H](n4cnc5c(N)ncnc54)[C@H](O)[C@@H]3O)[C@H](O)[C@@H]2O)c1,6,-3,-1,-9,3,5,2,5
CN(Cc1c(C(=O)N/N=C/c2cccc(O)c2)nnn1-c1nonc1N)c1ccccc1,-28,-2,-1,-8,7,4,-17,1
Nc1c(Cl)c(Cl)nc(C(=O)N/N=C/c2cccnc2)c1Cl,-2,-9,-3,1,-30,9,-2,8
Nc1ccccc1OCCOCCOCCOc1ccccc1N,-17,-6,0,-1,-15,-14,-8,5
Cc1nnc(NS(=O)(=O)c2ccc(F)cc2)s1,13,7,·,·,·,3,6,3
CCC(C)(C(=O)NC1CCCC1)N(C(=O)c1ccccn1)c1ccccc1 (configuration not stated),21,-17,-3,8,-14,-8,6,1
Cc1cccnc1NC(=O)c1cccc(S(=O)(=O)N2CCN(c3ccc(F)cc3)CC2)c1,9,21,-4,-5,27,11,0,5

# Some of these compounds in order of their number in CCR6 antag, highest first.
structure | EBI2 antag | UBC13 polyUb | APJ antagonist | CCR6 antag | ATG4B inhibitor | CXCR6 block
CN(C)/C=C1\SC(=S)N(N2C(=O)C3C4C=CC(C4)C3C2=O)C1=O (configuration not stated) | -14 | -4 | -37 | 9 | 1 | -2
NC(=O)c1ccc[n+]([C@H]2O[C@@H](COP(=O)([O-])OP(=O)(O)OC[C@H]3O[C@@H](n4cnc5c(N)ncnc54)[C@H](O)[C@@H]3O)[C@H](O)[C@@H]2O)c1 | -3 | -9 | 3 | 5 | 2 | 5
C[N+]1(CCCOC(=O)C2(c3ccccc3)CCCC2)CCOCC1 | -12 | -10 | 15 | -6 | -2 | 12
CCC(C)(C(=O)NC1CCCC1)N(C(=O)c1ccccn1)c1ccccc1 (configuration not stated) | -17 | 8 | -14 | -8 | 6 | 1
Nc1ccccc1OCCOCCOCCOc1ccccc1N | -6 | -1 | -15 | -14 | -8 | 5

# New compounds follow.
SMILES,Gli-Sufu antag,EBI2 antag,APJ agonist,UBC13 polyUb,APJ antagonist,CCR6 antag,ATG4B inhibitor,CXCR6 block
Cc1ccc(S(=O)(=O)NC2c3cccc4cccc(c34)C2Sc2ncccn2)cc1 (configuration not stated),6,6,-1,-10,8,21,-5,1
CN1CCN(C2=C(Cl)C(=O)N(C3CCCCC3)C2=O)CC1,5,-2,-3,-4,13,-1,2,-3
CN1CCN(c2ccc(S(=O)(=O)N3CCOCC3)cc2NC(=O)COc2ccc(C#N)cc2)CC1,2,4,·,·,·,4,-1,5
Cc1cccc(OCC(=O)Nc2nc3ccc([N+](=O)[O-])cc3s2)c1C,16,-9,-1,-11,15,26,10,5
O=C(Nc1ccccc1C(F)(F)F)C(O)(c1ccccc1)C1CCCCC1 (configuration not stated),20,15,1,-5,6,6,10,3
CCCC1CCC(C2=N/C(=C\c3ccc(OC)c(OC)c3)C(=O)O2)CC1 (configuration not stated),0,4,-1,7,11,-9,0,0
CC(C)CNC(=S)NC1CC2CCCC(C1)N2C1CCCCC1 (configuration not stated),24,-9,-3,13,8,13,6,-3
CCOc1ccc(Oc2c(/C=N/NC(C)=O)c(C)nn2-c2ccccc2)cc1,-4,6,-3,-8,3,29,4,4
Cc1cccc(C(=O)NCC(=O)OCC(=O)NC2CCCCC2)c1,1,2,-1,7,0,7,-3,2
COc1nccnc1NS(=O)(=O)c1ccc(N/C=C2\CCCCC2=O)cc1,-3,-13,1,-2,-5,3,-6,-4
CSCC[C@H](NC(=O)[C@@H]1Cc2c([nH]c3ccccc23)C2c3ccccc3C(=O)N21)C(=O)NCC1CCCO1 (some centres not stated),-3,-1,-1,8,-8,-4,-34,8
CCn1c(C)[n+](Cc2ccccc2)c2ccc(Cl)cc21,27,-7,0,4,-2,7,-6,-5
CCCC(NC(=O)c1c(C)noc1C)C12CC3CC(CC(C3)C1)C2 (configuration not stated),-3,6,-2,4,2,-2,-2,0
COc1ccc(C(=O)Oc2ccc3oc(=O)sc3c2)cc1,16,23,-3,3,20,1,-5,-3
COc1ccc(SCCN2CC[C@@H](NC(=O)OCc3ccccc3)CCC2=O)cc1,-1,-1,-3,12,5,6,-10,-13

# Compound profiles, as listed above. Screens in order: Gli-Sufu antag | EBI2 antag | APJ agonist | UBC13 polyUb | APJ antagonist | CCR6 antag | ATG4B inhibitor | CXCR6 block
# COc1ccc(SCCN2CC[C@@H](NC(=O)OCc3ccccc3)CCC2=O)cc1 as listed: -1 | -1 | -3 | 12 | 5 | 6 | -10 | -13
# CCn1c(C)[n+](Cc2ccccc2)c2ccc(Cl)cc21 as listed: 27 | -7 | 0 | 4 | -2 | 7 | -6 | -5

# (cont.)
SMILES,Gli-Sufu antag,EBI2 antag,APJ agonist,UBC13 polyUb,APJ antagonist,CCR6 antag,ATG4B inhibitor,CXCR6 block
CCOCCOC(=O)c1[nH]c2c(c1C)C(=O)CC(c1ccc(OC)c(OC)c1)C2 (configuration not stated),7,6,0,0,-14,4,-6,-10
CCOc1ccc(/C(O)=C2/C(=O)C(=O)N(CCOCCO)C2c2ccccc2)cc1 (configuration not stated),-7,-4,-3,-24,-7,-14,-8,-4
CC(NC(=O)Nc1ccc2c(c1)OCO2)C1CCCO1 (configuration not stated),-36,-20,-2,-1,11,-2,-8,0
CCCn1c(SCCN2CCOCC2)nc2c1c(=O)n(C)c(=O)n2C,2,3,-3,5,17,1,1,-4
Cc1ccc(C(=O)CSc2nnc(CNc3ccc(C)cc3C)o2)cc1,5,23,-1,-4,-36,8,-10,3
O=C(O)CC(SCC(=O)Nc1ccc(Br)cc1)C(=O)O (configuration not stated),5,3,-4,5,27,8,-1,-8
COc1ccc2nc(NC(=S)N(C)C)sc2c1,-42,-1,-9,12,51*,45,6,35
Cc1ccc(NC(=O)C2CC(=O)N(Cc3ccccc3)C2)nc1 (configuration not stated),24,0,11,5,1,-4,1,8
CC(=O)N1CCN(c2cc3c(cc2F)c(=O)c(C(=O)O)cn3C2CC2)CC1,-3,1,-1,23,-12,6,-5,-6
Cc1cccc(C(C(=O)NC2CCCCC2)N(C(=O)c2csnn2)C2CC2)c1 (configuration not stated),20,-3,0,3,32,26,4,2
C/C(=N\OCC(=O)OCC(=O)NC(=O)c1ccccc1)c1ccc2c(c1)OCO2,2,-9,3,-5,24,2,-5,3
O=C(O)C1CSC2(CCN(Cc3ccccc3)CC2)N1 (configuration not stated),3,-9,-1,-6,5,2,1,2
CCn1c(-c2ccc(C)cc2)nn(CC(=O)NCCc2ccccc2)c1=S,-3,28,-1,-8,-20,3,-1,11
CC1CN(C)C(C)c2c1oc1ccc([N+](=O)[O-])cc21 (configuration not stated),3,5,-4,6,-1,0,-11,10
C=CCn1c(COc2ccccc2F)nnc1SCC(=O)N1CC(=O)Nc2ccccc21,1,-7,-3,-2,-5,4,-11,-2

# Just CXCR6 block (two entries from above):
mol	CXCR6 block
Cc1nnc(NS(=O)(=O)c2ccc(F)cc2)s1	3
CSCC[C@H](NC(=O)[C@@H]1Cc2c([nH]c3ccccc23)C2c3ccccc3C(=O)N21)C(=O)NCC1CCCO1 (some centres not stated)	8

# (further entries)
SMILES,Gli-Sufu antag,EBI2 antag,APJ agonist,UBC13 polyUb,APJ antagonist,CCR6 antag,ATG4B inhibitor,CXCR6 block
Cc1ccc(N(C)C(=O)N2CCN(S(=O)(=O)c3ccc(C)c(C)c3)CC2)cc1,-4,37,1,5,-1,10,10,7
Cc1cc(S(=O)(=O)N2CCN(c3ncccn3)CC2)ccc1-n1cnnn1,2,7,4,3,4,-4,-13,-3
OCC1(CC2CCCCO2)CCN(C/C=C/c2ccccc2)CC1 (configuration not stated),27,4,-2,10,6,21,-12,-4
Cc1c(CCOC(=O)C23CC4CC(CC(C4)C2)C3)sc[n+]1Cc1ccccc1,9,-8,-1,14,-22,6,0,2
O=C(O)c1cc(N2CCCCC2)nc2ccccc12,-22,-12,·,·,·,-6,0,13
CC(C)C(NC(=O)c1ccc(C(C)(C)C)cc1)C(=O)OCC(=O)NC(=O)Cc1ccccc1 (configuration not stated),-6,-2,-3,-7,-6,15,21,-5
COCCN1C=C(C(=O)OC)C(c2ccc3c(c2)OCO3)C(C(=O)OC)=C1,-1,-12,2,-1,14,9,-2,0
COc1ccc(C=O)cc1OS(=O)(=O)c1ccccc1[N+](=O)[O-],-1,5,1,-4,-17,-10,11,-1
CN(C)CCCN(C(=O)c1ccc(S(=O)(=O)N2CCc3ccccc3C2)cc1)c1nc2c(F)cccc2s1,5,-13,1,29,14,17,5,10
COc1ccc(S(=O)(=O)N(CC(=O)NC2CC3CCC2C3)c2ccccc2OC)cc1 (configuration not stated),16,3,0,-14,-25,5,3,1
O=C(O)CSc1nc2ccccc2n1Cc1ccccc1,-2,14,1,2,-3,6,0,-3
Cc1nc2cc(NC(=O)N(C)c3ccc4ccccc4c3)ccc2o1,-3,-11,-2,-8,-11,-6,-13,6
